TGFb inhibitor: qHTS for Inhibitors of TGF-b. HepG2 CAGA-GFP TGF-b/SMAD3 reporter, GFP fluorescence, 18 h; TGF-beta stimulated, 500 pg/mL final. AID 588855, 2011. hit rate 1.2% among 410,000. Potency, µM (titrated, usually from 46.1 µM), for inactives: at the highest dose activity, negative = inhibition, most hits filed as inhibitors; also: potency is read from the fitted curve at half-maximal effect; % is scaled to controls: 0 for no effect and ±100 for the full control effect; nearly all actives have a fitted effect of over 65% in size
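Inhibition of TGF-beta-driven CAGA-GFP reporter expression in HEPG2 cells is measured by cellular GFP fluorescence after 18 h stimulation with 500 pg/mL recombinant TGF-beta in 1% FBS medium at 37 degrees C.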
ATXN viability: Viability Counterscreen for Primary qHTS for Inhibitors of ATXN expression; S2 cells (HEK-293 line with an ATXN2-luciferase reporter) viability, CellTiter-Fluor protease fluorescence, 24 h; Potency, µM (series often up to 56.7 µM), actives largely listed as cytotoxic; hit rate 0.49% among 400,000; AID 651635, 2014; also: potency is read from the fitted curve at half-maximal effect; nearly all actives have a fitted effect of over 40% in size
MCF10A rereplic: A quantitative high throughput screen for small molecules that induce DNA re-replication in MCF 10a normal breast cells; hit rate 2.9% among 350,000; MCF 10A DNA re-replication, Hoechst nuclear intensity, 48 h; AID 624296, 2012; Potency, µM (doses to about 46.1 µM), for the others: at the highest dose activity, positive = re-replication, actives largely listed as activators; also: potency is read from the fitted curve at half-maximal effect; % of control where 0% means no effect; nearly all actives have a fitted effect of over 50% in size
Nrf2 ARE act: qHTS of Nrf2 Activators | AREc32 ARE-luciferase reporter (MCF7-derived line), luminescence, 24 h | Potency, µM (highest dose often 46.1 µM), without a hit: top-dose activation, actives largely listed as activators | hit rate 0.31% among 410,000; also: potency is read from the fitted curve at half-maximal effect; % of control where 0% means no effect; nearly all actives have a fitted effect of over 65% in size
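For detection, Steady-Glo was added and plates sat 30 min at RT; before that, AREc32_Fluc cells grown overnight in OPTI-MEM/5% FBS had been treated with 23 nL compound for 24 hr at 37 deg C.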
ATXN2 expr inh: Primary qHTS for Inhibitors of ATXN expression. Potency, µM (doses to about 57 µM), for the others: at the highest dose activity change, negative = inhibition, hits mostly inhibitors. HEK-293 ATXN2-luciferase reporter, luminescence, 24 h. hit rate 0.72% among 360,000; also: potency is read from the fitted curve at half-maximal effect; % is scaled to controls: 0 for no effect and ±100 for the full control effect; nearly all actives have a fitted effect of over 55% in size
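ATXN2-luciferase reporter cells (luciferase flanked by upstream and downstream ATXN2 gene portions) were treated 24 h at 37 °C with compounds at up to 57 uM. SteadyGlo luminescence gave expression; GF-AFC fluorescence gave viability.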
A549 tox: Nrf2 qHTS screen for inhibitors: counterscreen for cytotoxicity; A549 ARE-Fluc cells, CellTiter-Fluor viability, 18-24 h; Potency, µM (highest dose often 46 µM), for the others: at the top dose activity change, negative = cytotoxicity, usual class: inhibitors; hit rate 0.16% among 390,000; also: potency is read from the fitted curve at half-maximal effect; % is scaled to controls: 0 for no effect and ±100 for the full control effect
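Cytotoxicity counterscreen: CellTiter-Fluor fluorescence was measured in A549 ARE_Fluc cells after 18-24 h of compound exposure in a concentration series. The subsequent BugLite luminescent read reports ARE-luciferase activity.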
Nrf2 inh: Nrf2 qHTS screen for inhibitors; Potency, µM (doses to about 46 µM), without a hit: top-dose activity change, negative = inhibition, hits mostly inhibitors; hit rate 2.1% among 360,000; A549 ARE-Fluc reporter, luciferase luminescence, 18-24 h; also: potency is read from the fitted curve at half-maximal effect; % is scaled to controls: 0 for no effect and ±100 for the full control effect; nearly all actives have a fitted effect of over 60% in size
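Reporter: ARE-Fluc in A549. Exposure: 18-24 h, 37 °C, 5% CO2, 5% FBS OPTI-MEM. Readouts: fluorescent cytotoxicity (CellTiter-Fluor), then luminescent Nrf2 signal after BugLite.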
IL-1B inflam inh: qHTS for Inhibitors of Inflammasome Signaling: IL-1-beta AlphaLISA Primary Screen. activity change, % at 57.5 µM. THP-1 LPS/ATP IL-1B secretion, AlphaLISA, 16 h; active compounds read low. AID 743279, 2014. hit rate 4.7% among 360,000; in the data active = activity change below about -50%; inconclusive = mostly about -30% to -49%; also: % is scaled to controls: 0 for no effect and ±100 for the full control effect
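Secreted IL-1B measured by AlphaLISA bead assay after 16 h compound exposure of THP-1 cells; compounds (final up to 57.5 uM) added 1 h before LPS (250 ng/mL) and ATP (1.25 mM) stimulation; lower signal means less secretion.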
HepG2 tox: qHTS for Inhibitors of TGF-b: Cytotox Counterscreen; Potency, µM (highest dose often 46.1 µM), without a hit: top-dose activity change, negative = cytotoxicity, most hits filed as cytotoxic; HepG2 CAGA-GFP viability, ATP luminescence, 18 h; hit rate 0.76% among 410,000; also: potency is read from the fitted curve at half-maximal effect; some results filed as inactive show a strong effect at the top dose
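HepG2 CAGA-GFP cells (1000/well, DMEM with 1% FBS) received compound, then TGF-beta at 500 pg/mL final, and were incubated 18 hours at 37 degrees C. Viability was read by CellTiter-Glo luminescence. Media-only wells were set as complete cell-killing and DMSO as no toxicity.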
Starred values were filed as active, the others as inactive; i = inactive; u = inconclusive; x = no result given; [ ] = another dose, or the depositor's remark. Unless noted, calls follow the shape of the dose curve; as a rule, active = well fitted curve in the direction sought with a large enough effect; inconclusive = small, poorly fitted or top-dose-only effect, or another doubt; inactive = no such curve, though single readings can be large; an effect the other way counts as inactive or inconclusive.

Values run as follows: TGFb inhibitor, ATXN viability, MCF10A rereplic, Nrf2 ARE act, ATXN2 expr inh, A549 tox, Nrf2 inh, IL-1B inflam inh, HepG2 tox
> S=C(NCCN1CCOCC1)N/N=C/c1cccs1
→ 4.47µM*, 5.01µM*, 1.6%, 21.1%, x, u, 4.5%, -3.6, 8.91µM*
> COc1ccc2nc(SCC(=O)NCc3ccc4c(c3)OCO4)[nH]c2c1
→ -15.7%, i, -1.3%, 6.9%[9.22 µM], 10.1%, 10.1%, -8.0%, 0.0, -20.5%
> CCOc1ccccc1NC(=S)NCCc1ccc(F)cc1
→ u, i, -4.7%, 0.6%, -5.9%, 13.8%, -4.9%, 0.9, -43.3%
> COc1ccccc1N1CCN(CC(=O)c2ccc3ccn(C(C)=O)c3c2)CC1
→ -2.2%, i, u, 4.4%, 16.9%, 14.5%, 8.4%, 39.7, -0.9%
> Cc1cc(-c2nn(-c3ccccc3F)cc2CN2CCN(c3ccccn3)CC2)c(C)s1
→ -14.1%, i, u, 0.1%, 5.7%, -3.4%, -6.3%, u, -29.1%
> COc1cccc(C(=O)NCCCNc2nc3cc(C)cc(C)c3cc2C#N)c1
→ 8.6%, i, x, 2.0%, 11.7%, x, x, 0.0, -1.1%
> COc1cc(S(=O)(=O)N2CCCC2)c(C)cc1C
→ 17.1%, i, 10.8%, 0.3%, 0.1%, 0.8%, -29.2%, 27.5, 8.8%
> O=c1[nH]cnc(O)c1C(c1ccc(Br)cc1)c1c(O)nc[nH]c1=O
→ -4.0%, i, -3.2%, 0.0%, x, -7.9%, -2.9%, -4.5, 6.8%
> Cc1ccc(-c2nc(Cn3c(=O)cc(-c4ccccc4)c4c(C)nn(C)c43)c(C)o2)cc1
→ 9.5%, i, x, 0.1%, 4.0%, 2.4%, 15.8%, x, -3.6%
> O=C(CC1CCCC1)N1CCN(S(=O)(=O)c2cccc(Br)c2)CC1
→ 11.6%, i, x, -0.5%, x, x, x, 9.3, 2.5%
> CCc1nc2ccc(C(=O)N3CCN(C)CC3)cn2c1N(C)CCC(C)C
→ 3.5%, i, x, 0.0%, 0.8%, x, x, 15.2, 2.7%
> CC(C)CN(C(=O)CN1CCN(c2ccc(F)cc2)CC1)c1c(N)n(CC(C)C)c(=O)[nH]c1=O
→ -1.7%, i, -62.0%[inhibitor], -0.6%, -3.6%, -2.5%, 6.2%, 0.0, 3.7%
> O=c1cc(O)c2c(=O)n(-c3ccccc3)c3ccccc3c2o1
→ 13.6%, u, 17.4%, -0.6%, -5.3%, -9.0%, -2.4%, 31.3, 2.8%
> CCCCCOc1ccc(NC(=O)CCCC(=O)O)cc1
→ -3.5%, i, -3.7%, -0.8%, 6.4%, -1.1%, x, -8.5, 10.5%
> OCC1(Cc2ccccc2)CCCN(C2CCCC2)C1 (stereo unspecified)
→ -8.0%, i, 0.0%, -0.7%, -7.4%[11.3 µM], 1.3%, 0.0%, 0.1, -9.4%
> COc1ccc2nc(SCC(O)c3cccc(Br)c3)[nH]c2c1 (stereo unspecified)
→ -0.4%, x, x, 5.1%, x, -0.6%, -10.1%, x, -3.9%
> Cc1cccc(OCc2nnc(SCC(=O)c3c(N)n(C4CC4)c(=O)[nH]c3=O)o2)c1
→ 1.5%, i, -1.9%, -0.8%, -5.2%, 0.5%, 2.7%, 25.1, 1.9%
> Cc1nc2ccccc2n1C1CC(=O)N(Cc2ccccc2)C1=O (stereo unspecified)
→ -13.5%, x, 0.9%, 0.2%, x, -2.6%, u, 22.3, 1.5%
> CC(=O)c1nc(N2C(=O)C3CC=C(C)CC3C2=O)sc1C (stereo unspecified)
→ 12.3%, i, 9.1%, -0.5%, -1.8%, 8.8%, 0.0%, -1.7, -10.8%
> C/C(=N\Nc1ccccc1Cl)c1ccc(-n2ccnc2)cc1
→ -8.6%, i, u, 0.5%, -6.6%, 6.5%, u, u, -35.6%

In the list so far, these have a thiophene ring, fused or not.
Values run as follows: TGFb inhibitor, ATXN viability, MCF10A rereplic, Nrf2 ARE act, ATXN2 expr inh, A549 tox, Nrf2 inh, IL-1B inflam inh, HepG2 tox
> S=C(NCCN1CCOCC1)N/N=C/c1cccs1
→ 4.47µM*, 5.01µM*, 1.6%, 21.1%, x, u, 4.5%, -3.6, 8.91µM*
> Cc1cc(-c2nn(-c3ccccc3F)cc2CN2CCN(c3ccccn3)CC2)c(C)s1
→ -14.1%, i, u, 0.1%, 5.7%, -3.4%, -6.3%, u, -29.1%

Further structures.
Values run as follows: TGFb inhibitor, ATXN viability, MCF10A rereplic, Nrf2 ARE act, ATXN2 expr inh, A549 tox, Nrf2 inh, IL-1B inflam inh, HepG2 tox
> Cc1nnc(SC(C)C(=O)NC2CCCCC2)s1 (stereo unspecified)
→ -6.8%, i, -0.3%, 0.2%, -8.0%, 0.4%, 10.5%, 31.9, -10.9%
> Cc1nc(N)sc1N=Nc1ccc(Br)cc1
→ -0.6%, u, -1.6%, 15.9%, 109.4%[activator], u, u, -6.2, -3.8%
> C=CCc1ccc(OCCCOc2ccc(C(=O)O)cc2)c(OC)c1
→ -11.3%, i, 1.3%, 4.1%, 1.3%, -3.8%, -25.1%, 43.8, 8.3%
> CCOC(=O)C1=CCN(S(=O)(=O)c2ccccc2F)C1c1ccc(C)cc1 (stereo unspecified)
→ -27.1%, u, x, 0.5%, -9.6%, x, x, 23.8, 1.6%
> Cc1c(Cl)cccc1NC(=O)N1CCC(CN2CCOCC2)CC1
→ -0.2%, x, x, -0.7%, x, -3.3%, -11.7%, x, -8.7%
> CCCOC1CCCN(C(=O)c2cc(COc3c(F)cccc3F)on2)C1 (stereo unspecified)
→ u, i, 9.7%, 1.3%, 64.9%[activator], 4.8%, u, 6.9, -44.2%
> CCS(=O)(=O)N1Cc2ccccc2CC1C(=O)Nc1cccc(OC)c1 (stereo unspecified)
→ 1.7%, u, 11.5%, 2.9%, 22.5%, -5.8%, u, 50.1, 6.6%
> CCOC(=O)c1ccc(NC(=O)CNNC(=O)COc2ccccc2C)cc1
→ -7.8%, i, u, -0.2%, 6.7%, 0.4%, 7.2%, -22.2, -16.3%
> CC(C)CCN(C(=O)CNC(=O)c1cccs1)C(C(=O)NC1CCCC1)c1ccncc1 (stereo unspecified)
→ 7.1%, i, u, 0.2%, x, u, 4.0%, -7.2, 6.9%
> COc1cccc(NC(=O)CSCc2cc(=O)n3ccsc3n2)c1
→ -2.4%, i, -0.4%, 0.3%, -1.8%, 2.7%, -4.7%, 19.8, -16.1%
> COc1ccc(OC)c(CCNC(=O)c2ccc(NC3=NC4CS(=O)(=O)CC4S3)cc2)c1 (stereo unspecified)
→ -0.9%, i, -0.6%, -0.2%, 6.4%, -3.8%, 15.9%, -28.3, -7.6%
> COc1ccc(CN2CCc3c(c(=O)n4ncc(C(=O)N5CCN(c6ccccc6OC)CC5)c4n3C)C2)cc1
→ u, i, x, 1.3%, -32.5%, -1.6%, x, x, -36.1%
> Cc1ccc(C)c(NC(=O)CSc2ccc(-c3ccco3)nn2)c1
→ 7.8%, i, 8.4%, u, -16.6%, -1.6%, 2.5%, -1.1, 9.2%
> COc1ccc(Br)cc1CNC(=O)Cn1ncn2nc(-c3cccs3)cc2c1=O
→ -21.7%, i, x, 4.1%, -4.6%, -1.6%, u, x, 3.2%
> CCOc1ccc(CCNC(=O)c2sc3ncccc3c2-n2cccc2)cc1OCC
→ -11.3%, u, x, 4.4%, -12.9%, -0.5%, x, x, -43.4%
> CC(=O)Nc1ccc(C2Nc3c(C)cc(C)cc3-c3cc(C)nn32)cc1 (stereo unspecified)
→ 3.1%, i, x, 1.2%, 9.4%, -11.8%, -21.6%, x, -16.8%
> CC(C)CN1CC(COCc2ccccc2)Oc2ccccc2S1(=O)=O (stereo unspecified)
→ u, i, u, 5.8%, 0.7%, u, 5.6%, -17.2, -13.5%
> Cc1cccc(OC(C)C(=O)Nc2ncn[nH]2)c1 (stereo unspecified)
→ -5.2%, i, x, 0.1%, 9.7%, 2.7%, x, x, -5.2%
> C[n+]1cn(/N=C/c2ccccc2)c2ccccc21
→ 0.0%, i, 7.7%, u, -0.7%, 10.3%, 12.2%, 0.0, -40.6%
> Cc1cc(SCC(=O)N/N=C/c2ccc(O)cc2O)c(C)cc1Br
→ 0.0%, i, 13.0%, 0.9%, 17.8µM*, -12.1%, 14.6µM*, 146.6, -21.2%
> CCOC(=O)N1CCN(C(=O)c2c[nH]c3ccc(S(=O)(=O)N(C)c4ccc(F)cc4)cc3c2=O)CC1
→ -0.4%, i, -1.1%, 0.2%, 3.8%, 0.1%, 3.6%, -4.6, -6.3%
> CCCS(=O)(=O)Nc1ccc(-c2cn3c(n2)SCC3)cc1
→ -6.8%, i, -0.5%, 0.9%, x, -0.5%, 4.9%, -1.8, -8.8%
> CCOc1cc2sc(N3CCC(C(=O)Nc4ccc(C(C)C)cc4)CC3)nc2cc1Br
→ 11.7%, x, x, 5.2%, x, 1.5%, u, x, -38.2%
> O=C(Nc1ccc(S(=O)(=O)N2CCCCC2)cc1)C1CC(=O)N(c2ccc(F)cc2)C1 (stereo unspecified)
→ 2.4%, i, -1.3%, -0.2%, -7.9%, 0.7%, u, -9.2, 9.1%
> Cc1nc(N2CCN(c3ccccc3)CC2)nc2c1C(=O)CC(c1ccccc1)C2 (stereo unspecified)
→ 5.7%, i, -183.1%[0.0737 µM], -0.7%, -24.0%, -3.6%, -38.2%, -10.4, 1.9%
> CC(=O)Nc1ccccc1C(=O)C(=O)O
→ 15.4%, i, 1.6%, -0.4%, 0.4%, -2.6%, 12.1%, 21.7, -9.4%

Printed as active in TGFb inhibitor, of those listed so far:
SMILES | TGFb inhibitor | Nrf2 ARE act | IL-1B inflam inh
S=C(NCCN1CCOCC1)N/N=C/c1cccs1 | 4.47µM* | 21.1% | -3.6

Bioassay records (PubChem BioAssay)
